# From PubChem
# aGal spleen mod = inhibits or activates alpha-galactosidase in human spleen homogenate; actives 0.008% (n = 240,000); Potency, µM (doses to about 80 µM), for inactives: at the highest dose activity change, negative = inhibition, usual class: inhibitors; P06280; human spleen homogenate, 4MU-alpha-Gal fluorescence, 40 min;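 note: potency is the fitted concentration of half-maximal effect; 0% = enzyme with vehicle and -100% = no enzyme basal signal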
#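 Human spleen homogenate (1 ug) was the enzyme source, with 4-methylumbelliferyl-alpha-D-galactopyranoside (1 mM final) in pH 5.0 citrate buffer with 0.01% Tween-20. Compounds were titrated; after 40 min at 37C, NaOH/glycine stop, 4-MU fluorescence read; AC50 from Hill fits.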
# CBFb-RUNX1 inh = blocks binding between human CBF-beta and RUNX1; 230,000 tested, under 10 active; AlphaScreen CBFb-His/RUNX1-biotin binding, biochemical; Potency, µM (highest dose often 59.8 µM), for the others: at the highest dose activity, negative = inhibition, usual class: inhibitors; Q01196+Q13951; note: % of control where 0% means no effect
# Target sequence (Q01196 whole entry, looked up): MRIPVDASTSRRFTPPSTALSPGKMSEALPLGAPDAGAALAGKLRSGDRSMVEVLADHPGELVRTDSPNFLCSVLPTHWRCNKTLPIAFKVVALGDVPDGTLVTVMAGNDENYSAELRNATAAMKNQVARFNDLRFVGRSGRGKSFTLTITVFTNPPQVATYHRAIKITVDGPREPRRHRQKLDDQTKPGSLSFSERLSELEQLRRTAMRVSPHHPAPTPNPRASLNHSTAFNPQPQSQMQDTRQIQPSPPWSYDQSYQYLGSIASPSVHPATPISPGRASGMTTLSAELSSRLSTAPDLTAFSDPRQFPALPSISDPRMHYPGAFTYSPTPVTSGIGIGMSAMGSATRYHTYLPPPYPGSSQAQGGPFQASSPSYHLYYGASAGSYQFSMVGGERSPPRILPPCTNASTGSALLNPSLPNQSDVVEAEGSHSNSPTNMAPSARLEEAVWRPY
# Target sequence (Q13951 whole entry, looked up): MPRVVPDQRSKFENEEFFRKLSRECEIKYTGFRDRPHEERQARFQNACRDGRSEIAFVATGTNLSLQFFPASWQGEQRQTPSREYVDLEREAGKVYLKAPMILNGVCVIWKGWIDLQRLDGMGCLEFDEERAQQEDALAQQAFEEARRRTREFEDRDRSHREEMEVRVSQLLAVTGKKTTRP
#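 CBF-beta (His) and RUNX1 (biotin), 30 nM each; 20 min preassociation; + compound, 15 min; + beads 50 ng each (Ni, streptavidin), 90 min; RT; AlphaScreen read.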
# Tau FP inhib = tau fibrillization inhibition (FP); K18 P301L tau heparin fibrillization, Alexa594 FP, 6 h; actives 0.39% (n = 280,000); Potency, µM (series often up to 57.7 µM), inactives show at the top dose activity, negative = inhibition, usual class: inhibitors; AID 1468; note: potency is the fitted concentration of half-maximal effect; % is set by controls: 0 for no effect and ±100 for the full control effect; nearly all actives have a fitted effect of over 55% in size
#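 FP of Alexa 594-tau after heparin (20 uM) induction. Substrate: human K18 P301L, 15 uM unlabeled, 0.24 uM labeled. Buffer 100 mM sodium acetate pH 7. 6 hr, 37 C.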
# TRb-SRC2 inh = TRbeta-SRC2 interaction inhibition; P10828; TRbeta-SRC2 peptide binding, fluorescence polarization; receptor liganded with 1 µM T3; Potency, µM (doses to about 106 µM), for inactives: at the top dose activity change, negative = inhibition, hits mostly inhibitors; actives 0.065% (n = 280,000);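 note: potency is the fitted concentration of half-maximal effect; plate controls were bound peptide for no effect and peptide without receptor for full effect; nearly all actives have a fitted effect of over 50% in size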
# Target sequence (P10828 whole entry, looked up): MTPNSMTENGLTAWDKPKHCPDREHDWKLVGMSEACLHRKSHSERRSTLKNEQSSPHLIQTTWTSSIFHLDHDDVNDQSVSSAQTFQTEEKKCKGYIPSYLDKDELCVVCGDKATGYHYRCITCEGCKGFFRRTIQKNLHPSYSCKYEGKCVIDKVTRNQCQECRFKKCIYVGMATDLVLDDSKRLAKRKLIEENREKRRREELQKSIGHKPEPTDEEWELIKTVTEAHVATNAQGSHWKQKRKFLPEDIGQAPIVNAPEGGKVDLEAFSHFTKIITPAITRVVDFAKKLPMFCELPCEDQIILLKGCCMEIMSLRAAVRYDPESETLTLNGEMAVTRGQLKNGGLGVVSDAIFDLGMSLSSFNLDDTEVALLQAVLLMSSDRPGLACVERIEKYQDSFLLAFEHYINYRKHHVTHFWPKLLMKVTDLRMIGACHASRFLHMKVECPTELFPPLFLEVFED
#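 A fluorescence polarization screen tested compounds at multiple concentrations against complex formation between 0.6 uM TRb ligand-binding domain and 20 nM Texas Red SRC2 peptide, with 1 uM T3 present; readout after 5 hr.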
# NPSR antag = blocks cAMP signaling of the human neuropeptide S receptor; AID 1461; CHO-NPSR cells, cAMP TR-FRET, antagonist mode; Q6W5P4; actives 1% (n = 220,000); Potency, µM (highest dose often 38.3 µM), for inactives: at the top dose activity change, negative = inhibition, hits mostly inhibitors; note: potency is the fitted concentration of half-maximal effect; % is set by controls: 0 for no effect and ±100 for the full control effect; nearly all actives have a fitted effect of over 50% in size; many of its hits are not listed in these tables
# Epigenetic reg = epigenetic control regulation, reporter derepression. murine LDR cells, GFP reporter derepression, 30 h. Potency, µM (titrated, usually from 53.9 µM), for the others: top-dose GFP activation, hits mostly activators. actives 0.2% (n = 280,000); note: potency is the fitted concentration of half-maximal effect; % of control where 0% means no effect; nearly all actives have a fitted effect of over 60% in size
#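 Murine LDR cells carrying a silenced, genomically integrated CMV-driven GFP reporter were exposed to compound for 30 hours at 37 C. After PBS washes, GFP-positive cells (20–120 um objects) were counted by laser-scanning microplate cytometry.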
# Tau fluor counter = counter-screen for tau fibril formation inhibitors. tau K18 P301L (four-repeat tau fragment) Alexa594 fluorescence, heparin fibrillization. Potency, µM (top dose mostly 57.7 µM), for inactives: at the highest dose activity change, negative = decrease. actives 0.93% (n = 280,000). AID 1463; note: potency is the fitted concentration of half-maximal effect; % is set by controls: 0 for no effect and ±100 for the full control effect; nearly all actives have a fitted effect of over 55% in size
#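 Human K18 P301L tau (15 uM unlabeled plus 0.24 uM Alexa 594-labeled, final) in 100 mM sodium acetate pH 7 was mixed with compound and 20 uM heparin and incubated 6 hr at 37 C.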
# TR SRC2 fluor cs = counter-screen for TRb-SRC2 inhibitors: fluorescence interference; Potency, µM (highest dose often 106 µM), for inactives: top-dose fluorescence change, negative = quenching; TRb/SRC2 Texas Red total fluorescence interference; actives 0.29% (n = 280,000); active = well fitted curve in either direction with a large enough effect; inconclusive = small, poorly fitted or top-dose-only effect; note: potency is the fitted concentration of half-maximal effect; % is set by controls: 0 for no effect and ±100 for the full control effect
#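 Human TRb ligand-binding domain at 0.6 uM with 20 nM Texas Red SRC2 peptide in Tris buffer containing 1 uM T3 and 5% DMSO, incubated with compound 5 h at ambient temperature. Total fluorescence (555/632 nm) calculated as parallel + 2 × perpendicular.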
# * hit, by the source's call; u = inconclusive; x = no result given; & = joins results of further samples; [ ] = dose if it differs, or a comment. Unless noted, calls come from the whole dose curve; as a rule, active = well fitted curve in the direction sought with a large enough effect; inconclusive = small, poorly fitted or top-dose-only effect, or another doubt; inactive = no such curve, though single readings can be large; an effect the other way counts as inactive or inconclusive. A portion of the library (hit frequency here may not be typical).
# Each structure is followed by: aGal spleen mod	CBFb-RUNX1 inh	Tau FP inhib	TRb-SRC2 inh	NPSR antag	Epigenetic reg	Tau fluor counter	TR SRC2 fluor cs
Cc1ccc(Cn2nnc3c(=O)[nH]c(C4CCN(C(=O)Cc5cccs5)CC4)nc32)cc1
→ -9%	0%	0%	-20%	-19%[46.1 µM]	0.9%	-7%	0%
CCCn1c(=S)[nH]c2cc(C(=O)N3CCN(c4ccccc4OC)CC3)ccc2c1=O
→ 13%	6%	10%	-4%	-9%	-1.0%	-12%	0%
COc1cccc(N2CCN(c3c(C#N)c(C(F)(F)F)nn3C)CC2)c1
→ 4%	-4%	-1%	-14%	-11%[46.1 µM]	-1.0%	u	-3%
COC(=O)[C@H](C)NC(=O)Nc1ccc(Oc2ccccc2)cc1
→ -11%	-4%	-11%	2%	-6%[46.1 µM]	-0.7%	-3%	-5%
COc1ccc(Cl)cc1NC(=O)CSc1nc(-c2ccccc2)c2ccccc2n1
→ x	x	u	2%	x	2.8%	-21%	1%
COc1cccc2c1OC1(C)CC2NC(=O)N1c1cccc(C(=O)N2CCN(c3ccccn3)CC2)c1 (stereo not given)
→ 5%	0%	-5%	2%	-9%[46.1 µM]	-0.7%	-1%	3%
COc1ccc(C2COC(=O)C2=N)c(NC(=O)c2ccccc2)c1 (stereo not given)
→ 3%	1%	5%	-2%	18%	-1.9%	-7%	-3%
COC(=O)CSc1nc2ncc(Cl)cc2[nH]1
→ -6%	11%	-5%	2%	0%[46.1 µM]	-3.2%	-7%	2%
CCCCCCCC(=O)N/N=C(/C)c1c(O)cc(C)oc1=O
→ -1%	0%	-10%	-8%	-3%[46.1 µM]	-3.6%	-8%	-1%
CCOC(=O)C1=C(C)N(C)C(C)=C(C(=O)OCC)C1c1ccc(Cl)cc1
→ -1%	-5%	4%	-4%	u	-1.9%	-3%	-1%
O=C(Nc1ccc(F)cc1)c1oc2ccccc2c1NC(=O)C1CCCC1
→ -4%	3%	u	4%	-27%[46.1 µM]	0.0%	-24%	2%
Cc1nc(N)sc1C(=O)N/N=C/c1ccc([N+](=O)[O-])cc1
→ 18%	25%	15%	-4%	12%	-2.6%	-16%	-2%
Cc1ccc(S(=O)(=O)N2CCC(C(=O)NNC(=O)c3ccccc3)CC2)cc1
→ -3%	0%	0%	-2%	8%	13%	6%	-3%
CN1CCN(NC(=S)Nc2ccccc2)CC1
→ -1%	4%	-1%	-1%	12%	5.3%	-2%	1%
COc1ccc(C)cc1S(=O)(=O)N(C)CC(=O)N1CCCCCC1
→ -1%	3%	0%	3%	-5%[46.1 µM]	-1.1%	1%	-6%
Cc1occc1C(=O)N1CCN(S(C)(=O)=O)CC1
→ -1%	2%	0%	0%	10%[46.1 µM]	-3.7%	-3%	1%
OC[C@H]1O[C@@H](n2cnc3c(NC4CCCC4)ncnc32)[C@H](O)[C@H]1O
→ 5%	10%	1%	0%	-2%[46.1 µM]	0.0%	-1%	0%
CCCn1c(=O)c(C(=O)Nc2cnccn2)c(O)c2ccccc21
→ -5%	5%	-12%	0%	-7%[46.1 µM]	1.0%	-10%	2%
CN(C)/C(=N\OC(=O)c1ccccc1)c1nonc1N
→ 6%	6%	5%	0%	13%	0.0%	-3%	-1%
O=C(NCc1ccccc1)c1c[nH]c2cc3c(cc2c1=O)OCCO3
→ 6%	15%	-9%	6%	-16%[46.1 µM]	0.8%	-6%	-3%

# The list continues:
# Each structure is followed by: aGal spleen mod	CBFb-RUNX1 inh	Tau FP inhib	TRb-SRC2 inh	NPSR antag	Epigenetic reg	Tau fluor counter	TR SRC2 fluor cs
N#CCCN(/N=C/c1cccnc1)C1=NS(=O)(=O)c2ccccc21
→ -6%	5%	-4%	-5%	-11%	-2.6%	-9%	0%
CCCCc1c(C)nc2c(-c3ccc(OC)cc3)c(C)[nH]n2c1=O
→ x	x	4%	1%	x	-0.2%	-13%	-6%
CC(NC(=O)CSc1nnc(-c2cc3cc(Cl)ccc3o2)n1C)c1ccccc1 (stereo not given)
→ 9%	2%	-5%	3%	-14%	-1.0%	2%	-1%
COc1ccc(C(=O)Nc2cc(C)nn2-c2nc3ccccc3[nH]2)c(OC)c1
→ -5%	1%	u	0%	-30%	-1.9%	u	1%
Nc1nc(SCC(=O)NCCCO)nc2sc3c(c12)CCC3
→ -5%	3%	5%	1%	4%[46.1 µM]	-1.1%	-3%	-3%
CCn1c(=N)n(CC(=O)c2cccc(OC)c2)c2ccccc21
→ -2%	-6%	12%	6%	12%[46.1 µM]	-0.7%	-6%	-11%
CCC1(c2ccccc2)NC(=O)N(Cc2cccc([N+](=O)[O-])c2)C1=O (stereo not given)
→ 4%	-9%	2%	1%	-18%	-3.8%	-13%	-1%
O=C(CN1CCOCC1)Nc1cc([N+](=O)[O-])ccc1Cl
→ 5%	9%	-6%	4%	2%	-0.2%	1%	-3%
CCOc1ccc(C(=O)Nc2nncs2)cc1OCC
→ -5%	7%	-9%	0%	22%[46.1 µM]	-3.4%	-14%	-5%
Cc1ccc(NC(=O)CSc2ccccc2NC(=O)c2ccccc2Cl)cc1Cl
→ 20%	4%	u	6%	u	1.5%	u	-11%
O=C(COc1cccc2cccnc12)N/N=C1\SCC(=O)N1CCc1ccccc1
→ 10%	6%	2%	0%	1%	1.0%	-15%	-1%
CC(C)CN1C(=O)C(=Nc2cccnc2)c2ccccc21
→ -4%	7%	-3%	1%	23%	2.6%	-5%	-3%
CC(C)(C)c1cc(N)n(-c2ccc(C(=O)O)cc2)n1
→ 12%	-7%	6%	4%	6%	1.1%	-7%	-2%
O=C(/C=C/c1ccccc1)CC(=O)c1ccccc1O
→ 1%	-16%	u	-3%	-11%	2.2%	u	-4%
CSc1nc2c(c(=O)[nH]1)C(c1cccc(Cl)c1)CC(=O)N2 (stereo not given)
→ 5%	u	6%	-3%	2%	6.8%	3%	-1%
N#Cc1c(Cn2cncn2)nc(=O)n(-c2ccccc2)c1N
→ 2%	-7%	-2%	7%	13%	-7.7%	1%	-2%
O=C(NC1CCCCC1)C(c1ccc2ncccc2c1)N(Cc1ccc(F)cc1)C(=O)c1ccc2c(c1)OCCO2 (stereo not given)
→ 2%	-5%	6%	-1%	13µM*	0.0%	3%	0%
CCN(CC)CCNC(=O)c1sc2ncn(CC(=O)Nc3ccc(C)c(Cl)c3)c(=O)c2c1C
→ 1%	1%	u	-8%	u	-0.1%	u	-6%
O=C(CSc1nnc2ccccn12)NNC(=O)c1ccc(Br)cc1
→ -1%	5%	2%	-1%	9%	-1.4%	1%	1%
CC1(C)CC(=O)C2=C(C1)N(Cc1ccco1)C(=O)C2(NC(=O)C1CCCCC1)C(F)(F)F (stereo not given)
→ 7%	2%	4%	14%	-20%[46.1 µM]	-1.1%	3%	0%

# Some entries already given, showing only NPSR antag and Tau fluor counter:
structure	NPSR antag	Tau fluor counter
Cc1ccc(NC(=O)CSc2ccccc2NC(=O)c2ccccc2Cl)cc1Cl	u	u
CSc1nc2c(c(=O)[nH]1)C(c1cccc(Cl)c1)CC(=O)N2 (stereo not given)	2%	3%
CCOc1ccc(C(=O)Nc2nncs2)cc1OCC	22%[46.1 µM]	-14%

# (further entries)
# Each structure is followed by: aGal spleen mod	CBFb-RUNX1 inh	Tau FP inhib	TRb-SRC2 inh	NPSR antag	Epigenetic reg	Tau fluor counter	TR SRC2 fluor cs
N#CCCN(CCC#N)S(=O)(=O)c1ccc(C(=O)Nc2nc(-c3ccccc3)c(C(=O)c3ccccc3)s2)cc1
→ -7%	-7%	u	1%	-44%	0.0%	-21%	-8%
COc1ccc(-c2csc(=Nc3c(C)n(C)n(-c4ccccc4)c3=O)n2C(C)(C)C)cc1
→ -2%	7%	-6%	-9%	-8%[46.1 µM]	-1.9%	-7%	3%
CCSC1=N/C(=C/c2ccsc2)C(=O)N1c1ccccc1
→ 3%	u	-6%	13%	0%[46.1 µM]	0.0%	-11%	-3%
COc1ccccc1NC(=O)C(Sc1ccccc1)c1ccccc1 (stereo not given)
→ 0%	-10%	u	-2%	-48%	-1.1%	-23%	-29%
Cc1ccccc1-c1noc(C(C)NC(=O)c2ccco2)n1 (stereo not given)
→ x	x	-8%	-10%	x	-0.4%	-7%	-2%
Cc1ccccc1NC(=S)N1CCN(Cc2ccccc2)CC1
→ 0%	2%	1%	-7%	18%	3.1%	-10%	1%
CC(=O)NCCC(=O)Nc1sc2c(c1-c1nc3ccccc3[nH]1)CCCC2
→ -11%	-12%	13%	4%	-23%[46.1 µM]	-0.8%	u	-5%
O=C1NCC(O)=C1C=NC12CC3CC(CC(C3)C1)C2
→ -3%&0%	11%&-3%	2%&0%	-2%&-4%	1%&-7%[46.1 µM]	0.0%&-0.2%	1%&-7%	-5%&-3%
CCN(CC)CCCNC(=O)C1CCN(C(=O)c2cc3sccc3n2Cc2ccc(F)cc2)CC1
→ 9%	-4%	-3%	-3%	-12%[46.1 µM]	3.0%	-15%	-1%
Cc1ccc(S(=O)(=O)c2c(C)cc(C)nc2Oc2cccc(C(F)(F)F)c2)cc1
→ 2%	21%	-3%	-2%	u	-1.2%	-19%	0%
O=C(Nc1ccccc1)C1=C[C@@H](c2csc3ccccc23)C[C@@H](OCc2ccc(CO)cc2)O1
→ -3%	5%	-16%	3%	u	u	-27%	-1%
S=c1sc2c(N3CCOCC3)ncnc2n1-c1ccccc1
→ 13%	16%	5%	5%	14%[46.1 µM]	1.0%	4%	-1%
Cc1noc(C)c1S(=O)(=O)N1CCC(C(=O)N2CCN(C(=O)c3ccco3)CC2)CC1
→ 5%	-7%	-3%	2%	-1%[46.1 µM]	0.0%	-9%	-2%
O=S(=O)(c1ccccc1)n1nc(-c2ccccc2)nc1NCc1ccco1
→ 10%	-1%	u	2%	-25%[46.1 µM]	0.0%	u	2%
COc1ccc(-n2c(SCC(=O)N3CCC(C)CC3)nc3c([nH]c4ccccc43)c2=O)cc1
→ x	x	-2%	5%	x	0.0%	-4%	-3%
CC(C)C(=O)NCCc1nc2ccccc2n1C
→ 6%	2%	-3%	-3%	-5%[46.1 µM]	-1.0%	5%	1%
